High-throughput results deposited in PubChem by The Scripps Research Institute Molecular Screening Center.
GPR151 ag = activators of human GPR151 | activation, % at 11.2 µM | AID 1508602 | 650,000 compounds, 1% hits | PathHunter beta-arrestin GPR151 cells, luminescence | Q8TDV0; in the data active = activation above about 4.9%;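 also: 0% = median of compound wells and 100% = cells with positive control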
Target sequence (Q8TDV0 whole entry, looked up): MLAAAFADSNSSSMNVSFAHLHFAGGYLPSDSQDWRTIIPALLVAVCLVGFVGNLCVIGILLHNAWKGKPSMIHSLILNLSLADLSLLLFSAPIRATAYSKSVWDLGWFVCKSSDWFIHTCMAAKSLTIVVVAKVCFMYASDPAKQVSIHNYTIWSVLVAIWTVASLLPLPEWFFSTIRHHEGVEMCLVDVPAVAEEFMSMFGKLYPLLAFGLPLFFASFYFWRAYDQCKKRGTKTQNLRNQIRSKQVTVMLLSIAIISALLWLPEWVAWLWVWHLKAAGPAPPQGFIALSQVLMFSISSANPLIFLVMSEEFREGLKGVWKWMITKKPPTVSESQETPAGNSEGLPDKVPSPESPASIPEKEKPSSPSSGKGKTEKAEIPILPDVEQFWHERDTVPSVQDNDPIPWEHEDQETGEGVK
TEAD-YAP block = TEAD-YAP interaction inhibition; HEK-TIYL cells, TEAD-Gal4/YAP UAS-luciferase luminescence; inhibition, % at 9.12 µM; 640,000 compounds, 1.4% hits; AID 1259422; in the data active = inhibition above about 32%;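 also: 0% = median of test compound wells and 100% = reference inhibitor wells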
FBW7 act = human FBW7 E3 ligase activation, primary screen; Q969H0; AlphaScreen FBW7–phospho-cyclin E peptide binding, activator screen; normalized activity (activation), % at 26.1 µM; 650,000 compounds, 0.13% hits; AID 1259310; in the data active = normalized activity above about 1.9%;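 also: purified mutant Fbw7 with reduced substrate affinity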
MITF primary = blocks human microphthalmia-associated transcription factor; O75030; 650,000 compounds, 0.91% hits; AlphaScreen MITF homodimerization, bead proximity signal; inhibition, % at 2.6 µM; in the data active = inhibition above about 50%;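 also: 0% = vehicle wells with protein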
Target sequence (O75030 whole entry, looked up): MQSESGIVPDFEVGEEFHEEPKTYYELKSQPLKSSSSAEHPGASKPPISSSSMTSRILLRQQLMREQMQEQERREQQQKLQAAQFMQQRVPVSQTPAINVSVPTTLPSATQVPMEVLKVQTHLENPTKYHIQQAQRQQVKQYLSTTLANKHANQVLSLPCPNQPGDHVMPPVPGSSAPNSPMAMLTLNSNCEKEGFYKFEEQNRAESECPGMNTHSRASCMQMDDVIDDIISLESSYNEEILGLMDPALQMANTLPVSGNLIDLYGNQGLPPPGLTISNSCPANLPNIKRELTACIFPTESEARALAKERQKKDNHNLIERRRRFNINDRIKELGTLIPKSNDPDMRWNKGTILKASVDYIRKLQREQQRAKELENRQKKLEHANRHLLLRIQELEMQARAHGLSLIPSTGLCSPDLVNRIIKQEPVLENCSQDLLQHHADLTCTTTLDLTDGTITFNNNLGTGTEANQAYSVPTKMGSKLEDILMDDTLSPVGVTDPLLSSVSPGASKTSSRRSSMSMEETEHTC
The depositor's hits bear a star.

item	compound	GPR151 ag	TEAD-YAP block	FBW7 act	MITF primary
1	Cn1c(SCC(=O)Nc2ccc3nc(SCC(=O)N4CCc5ccccc54)sc3c2)nc2sc3c(c2c1=O)CCCC3	0.4	3	0.0	10
2	COc1cc(C=C2C(=O)NC(=O)NC2=O)ccc1OCCO	-1.7	-2	-0.6	3
3	O=C(/C=C\c1ccccc1)NCC1CN(c2ccccc2)C(=O)O1 (centres undefined)	-0.2	3	0.1	6
4	CC1CC(C)CN(S(=O)(=O)c2ccc3c(c2)oc(=O)n3CC(=O)NC(C)(C)C)C1 (centres undefined)	0.4	-1	-0.2	-2
5	O=C(Cc1ccc(F)cc1)Nc1ccccc1C(F)(F)F	0.1	8	-0.1	-10
6	COc1cc(OC)c(OC)cc1/C=N/N1C(=O)c2cccc3cc([N+](=O)[O-])cc(c23)C1=O	1.6	4	0.0	-10
7	CC1Cc2ccccc2N1C(=O)CSc1nnnn1-c1ccccc1 (centres undefined)	-0.8	9	0.9	17
8	Cc1ccc(O)c(C(=O)c2coc(=N)c(C(=O)Nc3c(C)cccc3C)c2)c1	1.7	-4	-0.1	8
9	COc1ccc(Cl)cc1NC(=O)CN(c1ccccc1OC)S(=O)(=O)c1ccc(C)cc1	-0.5	3	0.1	16
10	CS(=O)(=O)c1ccc(-c2noc(C3CCN(S(=O)(=O)c4ccccc4)CC3)n2)cc1	-1.2	13	0.2	-13
11	COc1ccc(-n2c(=S)[nH]c3cc(C(=O)N4CCc5ccccc5C4)ccc3c2=O)c(OC)c1	-0.1	-2	-0.1	-4
12	CC(=O)NC1=NC(=O)/C(=C\c2cccs2)S1	-2.2	-4	-0.1	11
13	COc1ccc(-c2csc(Nc3cccc(C)c3)n2)cc1[N+](=O)[O-]	-0.7	5	-0.3	7
14	Fc1ccc(Cn2nnnc2CN2CCc3ccccc3C2)cc1	0.8	-1	-0.1	-4
15	Cc1cccc(/C(N)=N/OC(=O)c2ccc(Br)cc2)c1	0.3	-33	0.2	3
16	CC(C)(C)c1ccc(CNC(=O)C(Cc2ccc(O)cc2)c2ccccc2)cc1 (centres undefined)	0.9	-6	0.0	3
17	COc1ccc(-c2noc(CC(=O)N(C)c3ccccc3)n2)cc1	-3.0	-4	-0.1	-2
18	CC1(C)CC(=O)C(CC(=O)N2CCC(Cc3ccccc3)CC2)C(=O)C1	-1.7	-6	-0.1	1
19	O=C(Nc1ccc(Cl)cc1C(=O)O)c1ccc(N2C(=O)c3cccc4c([N+](=O)[O-])ccc(c34)C2=O)cc1	-1.2	-4	-0.1	3
20	COc1cc(S(=O)(=O)NC2CCCC2)ccc1Cl	0.3	-8	-0.1	-2
21	Oc1ccc(CCNc2nc(Nc3ccncn3)nc3c2ncn3-c2ccccc2)cc1	-1.6	43*	0.1	12
22	Cc1ccc(NC(=O)NC2(C(=O)N3CCC(C(N)=O)CC3)CCCCC2)cc1	-0.5	-6	-0.1	8
23	Cc1ccc(NC(=O)c2c(NC(=O)c3ccccc3)sc3c2CCC3)cc1	0.3	-10	0.3	4
24	Cc1ccc(CN2CCN(Cc3cccc4c3OCO4)CC2CCO)cc1 (centres undefined)	-0.9	10	0.5	7
25	CC(=O)C/C(C)=N/NC(=O)CCc1ccccc1	0.2	5	0.2	-3
26	Cc1nnc2n1NC(c1ccccc1)C(C(=O)Nc1ccc(Br)cc1F)S2 (centres undefined)	-0.4	10	0.1	0
27	COc1ccc(CN(C(=O)c2oc3ccccc3c2C)C2CCS(=O)(=O)C2)cc1 (centres undefined)	1.5	-2	0.1	4
28	O=C(c1ccncc1)N1CCN(S(=O)(=O)c2ccc3ccccc3c2)CC1	-1.1	11	0.7	-5
29	Nc1nc(SCC(=O)c2ccc(Cl)cc2)nc2sc3c(c12)CCN(Cc1ccccc1)C3	0.6	-6	0.0	4
30	Cc1nn(Cc2ccc(F)cc2)c(C)c1N	15*	-7	-0.2	-7

Rewritten field by field: four of the compounds above
17) COc1ccc(-c2noc(CC(=O)N(C)c3ccccc3)n2)cc1
  GPR151 ag = -3.0; TEAD-YAP block = -4; FBW7 act = -0.1; MITF primary = -2
18) CC1(C)CC(=O)C(CC(=O)N2CCC(Cc3ccccc3)CC2)C(=O)C1
  GPR151 ag = -1.7; TEAD-YAP block = -6; FBW7 act = -0.1; MITF primary = 1
19) O=C(Nc1ccc(Cl)cc1C(=O)O)c1ccc(N2C(=O)c3cccc4c([N+](=O)[O-])ccc(c34)C2=O)cc1
  GPR151 ag = -1.2; TEAD-YAP block = -4; FBW7 act = -0.1; MITF primary = 3
20) COc1cc(S(=O)(=O)NC2CCCC2)ccc1Cl
  GPR151 ag = 0.3; TEAD-YAP block = -8; FBW7 act = -0.1; MITF primary = -2

Continuation:
item	compound	GPR151 ag	TEAD-YAP block	FBW7 act	MITF primary
31	CCCC(=O)Nc1nnc(SCc2ccccc2F)s1	2.1	-20	0.1	8
32	CC(C)OC(=O)c1ccc2c(c1)C(=O)N(c1ccc([N+](=O)[O-])cc1)C2=O	2.4	7	0.0	-2
33	O=C(NCc1cccs1)C1CC(O)CN1C(=O)Nc1ccccc1 (centres undefined)	-0.8	-4	0.1	3
34	Cc1ccc(-n2c(=O)[nH]cc(C(=O)Nc3ccc(C(C)C)cc3)c2=O)cc1C	0.0	-3	0.2	11
35	COC(=O)c1c(-c2ccc(F)cc2)csc1NC1=NS(=O)(=O)c2ccccc21	0.7	-30	0.0	-8
36	C=CCNC(=O)c1cc(S(=O)(=O)N(CC)c2ccccc2)ccc1F	0.3	2	0.0	-1
37	C/C(=N\NC(=O)c1nonc1N)c1cccs1	-2.9	-2	0.1	3
38	FC(F)Oc1ccc(C2CC(c3ccc(Cl)cc3)Nc3nnnn32)cc1 (centres undefined)	-1.0	13	0.0	1
39	CCCN(CC1CCCO1)C(=O)CCc1nnc(-c2ccccc2)o1 (centres undefined)	-0.3	1	0.1	11
40	CCN(C(=O)C1CCCN(S(=O)(=O)c2c(C)noc2C)C1)c1cccc(C)c1 (centres undefined)	0.1	12	0.0	8

Next section; the last 2 above are carried over.
item	compound	GPR151 ag	TEAD-YAP block	FBW7 act	MITF primary
39	CCCN(CC1CCCO1)C(=O)CCc1nnc(-c2ccccc2)o1 (centres undefined)	-0.3	1	0.1	11
40	CCN(C(=O)C1CCCN(S(=O)(=O)c2c(C)noc2C)C1)c1cccc(C)c1 (centres undefined)	0.1	12	0.0	8
41	COc1cc(Br)cc2cc(C(=O)NCCCN3CCOCC3)c(=O)oc12	1.7	-13	0.0	6
42	CCOCCOC(=O)C1=C(C)NC(=O)NC1c1cccc(OC)c1OC (centres undefined)	-0.1	6	0.1	2
43	O=C(COC(=O)c1ccc(Cl)c([N+](=O)[O-])c1)NC1CCCC1	0.0	-2	-0.1	0
44	COc1cc2ccccc2cc1C(=O)Nc1ccc(-c2nc3ccccc3o2)cc1	0.3	-35	-0.1	5
45	Cc1ccc(-n2cc(-c3ccc(Cl)cc3)nc2SCC(=O)Nc2ccccc2C)cc1	1.8	-16	-0.1	-5
46	Cn1ccnc1Sc1ccc(/C=N/NC(=O)c2cc3ccccc3cc2O)cc1[N+](=O)[O-]	0.4	-12	0.3	-13
47	Cc1[nH][nH]c(=O)c1C(c1cccc(OCc2ccccc2)c1)c1c(C)[nH][nH]c1=O	2.8	-17	-0.9	11
48	O=C(NCc1ccc2c(c1)OCO2)C(=O)N1CCCCC1	-0.6	-10	-0.3	-1
49	O=C(NCc1nc2ccccc2[nH]1)c1cnc(Nc2ccccc2)s1	-0.6	-6	-0.1	6
50	Cn1c(SCC(=O)Nc2cccc(NC(=O)C3CC3)c2)nnc1-c1ccncc1	-0.6	9	-0.1	8
51	CCN(CC)S(=O)(=O)c1ccc(NC(=O)c2ccco2)cc1	1.8	-17	0.2	8
52	CCn1c(SCC(=O)c2ccccc2)nnc1-c1ccccn1	0.0	-58	-0.5	6
53	Cc1cccc(NC(=O)CSc2nnc(CNC(=O)c3ccco3)n2-c2cc(C)ccc2C)c1	-0.2	5	0.0	12
54	CCc1ccc(CN2CCN(Cc3cccs3)C(CCO)C2)cc1 (centres undefined)	-0.2	-7	0.0	11
55	COC(=O)c1ccccc1-c1ccc(/C=C2\C(=O)N(CCO)C(=O)C(C#N)=C2C)o1	1.5	4	-0.1	13
56	CCOC(=O)CNC(=O)c1sc2nc(C)cc(C)c2c1NC(=O)Cc1ccccc1	0.5	-3	-0.3	4
57	CCN(CC)c1nc(C#N)nc(N(CC)CC)n1	-0.4	-2	0.0	-7
58	CCOC(=O)c1[nH]nc2c1C(=O)N(c1cccc([N+](=O)[O-])c1)C2=O	-1.9	-23	0.1	10
59	COc1cccc(/C=C2/NC(=O)NC2=O)c1	1.2	-11	-0.3	-16
60	C=CCOc1ccccc1/C=C1\C(=O)ON=C1c1ccccc1	-0.5	-5	0.2	42
61	COc1ccc(S(=O)(=O)N(CCO)Cc2cc3cc(OC)ccc3[nH]c2=O)cc1	1.4	-3	-0.1	-7
62	CCCOc1ccc(C(=O)Nc2cc(-c3nc4ccccc4o3)ccc2C)cc1	0.2	-5	-0.3	-3
63	C[C@H](NC(N)=O)C(=O)OCC(=O)NC(=O)Nc1ccc2c(c1)OCCO2	-3.7	-21	0.0	9
64	COc1ccc(/C=N/NC(=O)c2[nH]nc3c2CCc2ccccc2-3)cc1OC	-1.6	46*	0.1	12
65	O=C(COc1ccc(Cl)cc1)Nc1ccc([N+](=O)[O-])cc1Cl	2.3	7	0.0	3
66	CCC1C(=O)NCCN1Cc1ccc2c(c1)CN(Cc1ccc3c(c1)OCCO3)CCO2 (centres undefined)	-1.2	-2	-0.3	-3
67	O=C(O)Cc1ccc2c3c([nH]c2c1)CCCC3	1.2	-32	0.1	10
68	CCOC(=O)COc1ccc2oc(C)c(C(=O)OCCOC)c2c1	-1.2	8	0.0	-3
69	Cc1cccc(C2NC(=O)c3c(sc4c3CCCC4)N2)c1O (centres undefined)	1.1	0	-0.1	17
70	CCOC(=O)NC1(C(F)(F)F)NC(=O)N(c2ccc(Cl)cc2)C1=O (centres undefined)	0.0	12	0.0	3
71	Cc1nc(-c2ccc(NC(=O)C(C)Oc3ccccc3)cc2)cs1 (centres undefined)	0.2	1	0.1	0
72	Cc1cc(NC(=O)c2cc(-c3ccc(O)cc3)on2)no1	-1.9	11	0.0	-17
73	CCOc1ccc(NC(=O)C(C)CSc2nc3ccc(NC(=O)CC)cc3s2)cc1 (centres undefined)	-1.7	5	0.0	8
74	CCOC(=O)c1c(NC(=O)/C=C/c2ccc(OC)cc2)sc(C(C)=O)c1C	-0.2	-2	-0.1	0
75	COc1ccc(CCNC2=NCCS2)cc1OC	1.6	-3	0.1	-5
76	O=C(Nc1ccc(Cl)c(Cl)c1)/C(=C\c1ccc2c(c1)OCO2)NC(=O)c1ccccc1Cl	-0.6	-5	0.1	1
77	CCC(CC)c1nnc(NC(=O)CS(=O)(=O)Cc2ccccc2)s1	0.0	7	0.0	8
78	COc1cccc(C(=O)Nc2ccc(NC(=O)c3ccc(Br)cc3)cc2)c1	-0.3	5	0.4	6
79	CC(C)CC(NC(N)=O)C(=O)NCc1ccc(Cl)cc1 (centres undefined)	-1.8	6	0.2	6
80	O=C1NCCN(Cc2ccc(-c3ccccc3)cc2)C1CC(=O)N1CCCO1 (centres undefined)	-0.1	-2	0.0	-6
81	CCc1nnc(NC(=O)Cn2cnc3c2c(=O)n(C)c(=O)n3C)s1	3.3	5	0.1	-1
82	CCC(Sc1ncnc2c1nnn2-c1ccc(F)cc1)C(=O)OC (centres undefined)	-0.3	-5	-0.1	-3
83	CCC(Sc1nc(C)cc(C)c1C#N)C(=O)Nc1cc(C)on1 (centres undefined)	1.6	-12	0.1	-2
84	CCC1=NN(C(=O)c2ccc(Cl)cc2)C(O)(c2cccnc2)C1 (centres undefined)	-0.7	-10	-0.2	-4
85	CCCC1CCC(C2=N/C(=C\c3ccc(F)cc3)C(=O)O2)CC1 (centres undefined)	-0.9	0	-0.1	0
86	CCN(CC)C(=O)CN(c1cccc(Cl)c1)S(=O)(=O)c1ccccc1	0.0	2	0.2	15
87	O=C(Nc1ccc2oc(=O)ccc2c1)c1cccc([N+](=O)[O-])c1	2.0	9	0.2	-3
88	CC(C)c1cc(C(=O)NCC2CCC3(CCN(C(C)C)CC3)O2)n[nH]1 (centres undefined)	-0.1	5	0.2	4
89	Cc1oc2ccc(OC(=O)c3ccc(Cl)cc3)cc2c1C(=O)OC(C)C	1.9	-3	0.0	5
90	COc1ccc(-c2ccc(N(C)CC(OC)OC)nc2)cc1	0.3	-50	0.2	18

More results.
item	compound	GPR151 ag	TEAD-YAP block	FBW7 act	MITF primary
91	CN(C)c1oc(-c2ccccc2)nc1S(=O)(=O)c1ccccc1	2.8	1	0.0	0
92	CCCc1noc(-c2ccc(OC)c(OC)c2)n1	-0.1	-23	0.0	8
93	O=C(CSc1nc2ccccc2[nH]1)NCCC1=CCCCC1	1.3	-11	0.2	14
94	O=C(C1CCCO1)N1CCC(c2ccnc(-c3ccccc3)n2)CC1 (centres undefined)	-1.6	1	0.0	9
95	N#CSc1c(NC(=O)c2ccccc2)sc2c1CCCC2	-0.7	9	-0.5	-7
96	O=C(Nc1cccc([N+](=O)[O-])c1)c1ccccc1C(F)(F)F	3.3	-3	-0.1	5
97	O=C1CCCN1CCCNc1nc2ncnc(NCc3cccc(C(F)(F)F)c3)c2[nH]1	0.5	-2	0.5	10
98	C/C(=N\NC(=O)c1cccc([N+](=O)[O-])c1)c1ccncc1	0.6	-9	-0.2	2
99	Cc1cccc(N(CC(=O)NCc2ccc(F)cc2)C(=O)CCC(=O)Nc2ccccn2)c1	0.5	-7	-0.1	16
100	COC(=O)c1ccc(C2C=C(c3ccc(Br)cc3)Nc3nc4ccccc4n32)cc1 (centres undefined)	1.4	-77	-0.1	-3
